Assay outcomes deposited in PubChem BioAssay by Broad Institute.
NSD2 inh: blocks human NSD2 histone methyltransferase activity. NSD2-SET H3K36me1 DELFIA fluorescence, biochemical. actives 0.07% (n = 44,000). AID 624260. inhibition, % at 12.5 µM. O96028; in the data active = inhibition above about 54%, passing the limit was not always enough;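 note: inhibitors reduce the monomethyl H3K36 fluorescence signal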
Target sequence (O96028 whole entry, looked up): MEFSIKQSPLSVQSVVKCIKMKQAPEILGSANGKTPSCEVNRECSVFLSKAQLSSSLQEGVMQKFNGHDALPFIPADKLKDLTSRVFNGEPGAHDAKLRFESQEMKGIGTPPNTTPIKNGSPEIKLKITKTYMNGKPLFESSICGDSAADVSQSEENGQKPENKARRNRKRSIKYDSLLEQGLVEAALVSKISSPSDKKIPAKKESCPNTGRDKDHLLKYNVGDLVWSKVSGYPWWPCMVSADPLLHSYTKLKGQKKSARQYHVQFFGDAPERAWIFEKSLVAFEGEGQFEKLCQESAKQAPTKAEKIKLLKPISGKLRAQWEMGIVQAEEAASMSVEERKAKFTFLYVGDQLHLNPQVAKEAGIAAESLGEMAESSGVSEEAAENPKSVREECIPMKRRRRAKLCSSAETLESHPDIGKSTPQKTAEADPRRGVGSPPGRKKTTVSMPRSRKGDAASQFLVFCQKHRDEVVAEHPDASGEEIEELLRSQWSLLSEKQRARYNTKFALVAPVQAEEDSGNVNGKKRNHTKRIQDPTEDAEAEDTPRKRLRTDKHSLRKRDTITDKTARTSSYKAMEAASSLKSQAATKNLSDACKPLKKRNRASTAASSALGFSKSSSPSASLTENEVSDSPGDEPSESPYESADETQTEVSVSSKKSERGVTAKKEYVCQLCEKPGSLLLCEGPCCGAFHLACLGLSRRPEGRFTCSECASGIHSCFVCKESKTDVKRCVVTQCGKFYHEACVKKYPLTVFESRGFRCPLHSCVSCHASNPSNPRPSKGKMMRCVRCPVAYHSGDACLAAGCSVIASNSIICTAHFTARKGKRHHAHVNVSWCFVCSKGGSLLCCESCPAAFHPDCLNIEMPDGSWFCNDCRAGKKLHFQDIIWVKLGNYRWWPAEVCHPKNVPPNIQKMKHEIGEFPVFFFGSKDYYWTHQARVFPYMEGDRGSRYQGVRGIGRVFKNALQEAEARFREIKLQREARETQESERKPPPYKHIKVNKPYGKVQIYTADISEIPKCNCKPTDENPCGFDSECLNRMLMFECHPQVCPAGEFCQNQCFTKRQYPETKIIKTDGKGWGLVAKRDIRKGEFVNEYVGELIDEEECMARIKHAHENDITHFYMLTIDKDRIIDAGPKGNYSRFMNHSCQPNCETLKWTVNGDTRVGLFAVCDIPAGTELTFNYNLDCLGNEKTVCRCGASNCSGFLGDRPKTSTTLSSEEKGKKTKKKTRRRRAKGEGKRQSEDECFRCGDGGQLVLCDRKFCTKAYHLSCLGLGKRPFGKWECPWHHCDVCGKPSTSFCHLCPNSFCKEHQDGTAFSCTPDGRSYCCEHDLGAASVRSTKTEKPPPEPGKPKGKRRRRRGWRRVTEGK
An asterisk follows results filed as active.

Sample of the layout (three entries):
SMILES	NSD2 inh
COc1ccc(NC(=O)N(C)C[C@@H]2Oc3ccc(NS(=O)(=O)c4cccs4)cc3C(=O)N([C@H](C)CO)C[C@@H]2C)cc1	-1
Cc1noc(C)c1NC(=O)Nc1ccc2c(c1)C(=O)N([C@@H](C)CO)C[C@H](C)[C@@H](CN(C)C(=O)NC1CCCCC1)O2	5
C[C@H]1CN([C@@H](C)CO)C(=O)c2cc(-c3cncnc3)cnc2O[C@@H]1CN(C)Cc1ccc(F)cc1	2

The whole of this part, previewed entries included:
SMILES	NSD2 inh
COc1ccc(NC(=O)N(C)C[C@@H]2Oc3ccc(NS(=O)(=O)c4cccs4)cc3C(=O)N([C@H](C)CO)C[C@@H]2C)cc1	-1
Cc1noc(C)c1NC(=O)Nc1ccc2c(c1)C(=O)N([C@@H](C)CO)C[C@H](C)[C@@H](CN(C)C(=O)NC1CCCCC1)O2	5
C[C@H]1CN([C@@H](C)CO)C(=O)c2cc(-c3cncnc3)cnc2O[C@@H]1CN(C)Cc1ccc(F)cc1	2
CC(C)NC(=O)N(C)C[C@@H]1Oc2ccc(NC(=O)CCCCCC(=O)Nc3ccccc3N)cc2CC(=O)N([C@@H](C)CO)C[C@@H]1C	-2
CNC[C@H]1Oc2ccc(NC(=O)Cn3cnnn3)cc2C(=O)N([C@H](C)CO)C[C@H]1C	8
C[C@H]1CN([C@@H](C)CO)C(=O)Cc2cc(NS(=O)(=O)c3ccc(F)cc3)ccc2O[C@H]1CN(C)Cc1ccc(Cl)c(Cl)c1	-2
C[C@@H]1CN([C@@H](C)CO)C(=O)c2cc(NC(=O)c3ccncc3)ccc2O[C@@H](C)CCCCO[C@@H]1CN(C)Cc1ccc(C(=O)O)cc1	3
C[C@@H](NC(=O)C[C@H]1C[C@H]2c3cc(NC(=O)C4CCC4)ccc3O[C@H]2[C@H](CO)O1)c1ccccc1	6
C[C@@H]1CN([C@H](C)CO)C(=O)Cc2cc(NC(=O)Cc3ccccc3)ccc2O[C@H]1CN(C)C(=O)Nc1ccc(C(F)(F)F)cc1	-10
Cc1noc(C)c1S(=O)(=O)Nc1ccc2c(c1)C(=O)N([C@@H](C)CO)C[C@H](C)[C@@H](CN(C)C(=O)Nc1ccc(C(F)(F)F)cc1)OCCCC[C@H](C)O2	-19
Cc1noc(C)c1NC(=O)N(C)C[C@@H]1Oc2ccc(NC(=O)C3CCCCC3)cc2CC(=O)N([C@H](C)CO)C[C@@H]1C	2
CCCC#Cc1cnc2c(c1)C(=O)N([C@@H](C)CO)C[C@@H](C)[C@H](CN(C)C(=O)Cc1cccnc1)O2	1
COc1ccc(NC(=O)Nc2ccc3c(c2)CC(=O)N([C@H](C)CO)C[C@@H](C)[C@H](CN(C)CC2CC2)O3)cc1	-1
COc1ccc(CN(C)C[C@@H]2OCCCC[C@H](C)Oc3ccc(NC(=O)c4ccncc4)cc3C(=O)N([C@@H](C)CO)C[C@H]2C)cc1	9
C[C@@H]1CN([C@H](C)CO)S(=O)(=O)c2ccc(C3=CCCC3)cc2O[C@H]1CN(C)S(=O)(=O)c1cn(C)cn1	-1
NC(=O)Nc1ccc2[nH]ncc2c1	-9
C[C@@H]1CN([C@H](C)CO)C(=O)Cc2cc(NS(=O)(=O)c3cccs3)ccc2O[C@H]1CN(C)C(=O)NC1CCCCC1	-4
CNC[C@@H]1Oc2ccc(NC(=O)NC3CCCCC3)cc2CC(=O)N([C@H](C)CO)C[C@H]1C	1
CN(C)c1ccc2c(c1)[C@@H]1C[C@H](CC(=O)NCCN3CCCCC3)O[C@@H](CO)[C@@H]1O2	-4
COc1ccc(S(=O)(=O)Nc2ccc3c(c2)C(=O)N([C@H](C)CO)C[C@H](C)[C@H](CN(C)Cc2ccc(C(=O)Nc4ccccc4N)cc2)O3)cc1	0
C[C@@H]1CCCCO[C@H](CN(C)Cc2ccc(C(F)(F)F)cc2)[C@@H](C)CN([C@H](C)CO)C(=O)c2cc(NC(=O)CCCCCC(=O)Nc3ccccc3N)ccc2O1	-28
COCC(=O)N(C)C[C@@H]1Oc2cc(-c3ccc(C)cc3)ccc2S(=O)(=O)N([C@@H](C)CO)C[C@@H]1C	-2
COCC#Cc1cnc2c(c1)C(=O)N([C@H](C)CO)C[C@H](C)[C@H](CN(C)C(C)=O)O2	-8
COc1ccc(NC(=O)N(C)C[C@@H]2Oc3ccc(NS(=O)(=O)c4ccc(C)cc4)cc3CC(=O)N([C@H](C)CO)C[C@H]2C)cc1	0
C[C@@H]1CN([C@H](C)CO)C(=O)c2cc(NC(=O)CCC(F)(F)F)ccc2O[C@@H](C)CCCCO[C@H]1CN(C)C(=O)NC1CCCCC1	2

Three of the entries above in order of their number in NSD2 inh, descending.
| Compound | NSD2 inh |
| --- | --- |
| COc1ccc(CN(C)C[C@@H]2OCCCC[C@H](C)Oc3ccc(NC(=O)c4ccncc4)cc3C(=O)N([C@@H](C)CO)C[C@H]2C)cc1 | 9 |
| CNC[C@@H]1Oc2ccc(NC(=O)NC3CCCCC3)cc2CC(=O)N([C@H](C)CO)C[C@H]1C | 1 |
| COc1ccc(S(=O)(=O)Nc2ccc3c(c2)C(=O)N([C@H](C)CO)C[C@H](C)[C@H](CN(C)Cc2ccc(C(=O)Nc4ccccc4N)cc2)O3)cc1 | 0 |

The listing picks up; the two compounds before the break are reprinted first.
SMILES	NSD2 inh
COc1ccc(NC(=O)N(C)C[C@@H]2Oc3ccc(NS(=O)(=O)c4ccc(C)cc4)cc3CC(=O)N([C@H](C)CO)C[C@H]2C)cc1	0
C[C@@H]1CN([C@H](C)CO)C(=O)c2cc(NC(=O)CCC(F)(F)F)ccc2O[C@@H](C)CCCCO[C@H]1CN(C)C(=O)NC1CCCCC1	2
C[C@@H]1CN([C@H](C)CO)C(=O)c2cc(NC(=O)Nc3ccc4c(c3)OCO4)ccc2O[C@@H]1CN(C)C(=O)Nc1ccc(F)cc1	1
CCC(=O)Oc1c(S(=O)(=O)c2ccccc2)c(C)nn1C(C)(C)C	3
Cc1noc(C)c1S(=O)(=O)Nc1ccc2c(c1)C(=O)N([C@H](C)CO)C[C@@H](C)[C@@H](CN(C)C(=O)C1CCCCC1)OCCCC[C@H](C)O2	-3
C[C@@H]1CN([C@H](C)CO)C(=O)c2cc(-c3ccncc3)cnc2O[C@H]1CN(C)C(=O)CN1CCOCC1	13
C[C@@H]1CCCCO[C@@H](CN(C)Cc2ccc(C(=O)O)cc2)[C@@H](C)CN([C@H](C)CO)C(=O)c2cc(NC(=O)Nc3ccccc3)ccc2O1	-6
C[C@@H]1CN([C@@H](C)CO)S(=O)(=O)c2ccc(C#CC3CC3)cc2O[C@@H]1CN(C)CC1CCOCC1	-4
C[C@H](CO)N1C[C@H](C)[C@@H](CN(C)CC2CCCCC2)Oc2ccc(NC(=O)C3CCCCC3)cc2CC1=O	-10
C[C@@H]1CCCCO[C@@H](CN(C)CC2CCCCC2)[C@H](C)CN([C@H](C)CO)C(=O)c2cc(NC(=O)C3CCCCC3)ccc2O1	17
C[C@@H]1CN([C@@H](C)CO)C(=O)c2cc(NC(=O)Nc3cccc4ccccc34)ccc2O[C@H]1CN(C)C(=O)Nc1ccc2c(c1)OCO2	1
COC(=O)C[C@@H]1C[C@@H]2c3cc(NC(=O)NC4CCCCC4)ccc3O[C@@H]2[C@@H](CO)O1	-5
CCCNC(=O)N(C)C[C@H]1Oc2cc(-c3ccncc3)ccc2S(=O)(=O)N([C@H](C)CO)C[C@H]1C	8
Cc1ccc(S(=O)(=O)Nc2ccc3c(c2)CC(=O)N([C@H](C)CO)C[C@H](C)[C@@H](CN(C)Cc2ccc(C(=O)Nc4ccccc4N)cc2)O3)cc1	-1
C[C@@H]1CN([C@@H](C)CO)C(=O)c2cc(NS(C)(=O)=O)ccc2O[C@@H]1CN(C)Cc1ccc(C(=O)Nc2ccccc2N)cc1	0
Cc1noc(C)c1NC(=O)N(C)C[C@H]1Oc2c(NC(=O)CCCCCC(=O)Nc3ccccc3N)cccc2C(=O)N([C@H](C)CO)C[C@@H]1C	10
O=C(C[C@@H]1C[C@@H]2c3cc(NC(=O)C4CCOCC4)ccc3O[C@@H]2[C@@H](CO)O1)NCc1ccc(Oc2ccccc2)cc1	-1
O=C(COc1ccc(NS(=O)(=O)c2cccc3cccc(Cl)c23)cc1)N1CCOCC1	1
C[C@@H](NC(=O)C[C@@H]1CC[C@@H](NC(=O)c2cccnc2)[C@H](CO)O1)c1ccccc1	-5
C[C@H](CO)N1C[C@H](C)[C@@H](CN(C)Cc2ccncc2)Oc2ccc(NC(=O)Nc3ccccc3)cc2CC1=O	-5
C[C@@H]1CN([C@@H](C)CO)S(=O)(=O)c2ccc(C#Cc3cccc(F)c3)cc2O[C@H]1CN(C)C(=O)CN1CCOCC1	-1
CN(C)CC(=O)Nc1ccc2c(c1)[C@@H]1C[C@@H](CC(=O)N3CCOCC3)O[C@@H](CO)[C@@H]1O2	0
O=C1NC2CCc3nc4ccccc4c(=O)n3C2=Nc2ccccc21 (stereo not given)	4
C[C@H]1CN([C@@H](C)CO)C(=O)Cc2cc(NS(=O)(=O)c3ccccc3)ccc2O[C@H]1CN(C)Cc1ccc(C(=O)Nc2ccccc2N)cc1	-2
Cc1ccc(-c2ccc3c(c2)O[C@@H](CN(C)Cc2ccc(F)cc2)[C@@H](C)CN([C@H](C)CO)S3(=O)=O)cc1	-9
C[C@@H]1CN([C@@H](C)CO)C(=O)c2cc(NC(=O)Nc3ccc(C(F)(F)F)cc3)ccc2O[C@@H](C)CCCCO[C@H]1CN(C)S(=O)(=O)c1cn(C)cn1	-8
C[C@H]1CN([C@@H](C)CO)C(=O)c2cc(NC(=O)CCC(F)(F)F)ccc2O[C@H]1CN(C)Cc1ccc2c(c1)OCO2	3

Other structures follow.
SMILES	NSD2 inh
C[C@@H]1CN([C@@H](C)CO)C(=O)c2cc(C#Cc3ccccn3)cnc2O[C@H]1CN(C)Cc1ccncc1	3
C[C@H](CO)N1C[C@H](C)[C@@H](CN(C)S(=O)(=O)c2cccs2)Oc2ccc(NS(=O)(=O)c3ccc(F)cc3)cc2C1=O	2
CC(C)NC(=O)N(C)C[C@H]1OCCCC[C@H](C)Oc2ccc(NS(=O)(=O)c3ccccc3)cc2C(=O)N([C@H](C)CO)C[C@@H]1C	9
CC(C)C1C(=O)NN(c2ccccc2)C1=S (stereo not given)	-6
Cc1ccc(S(=O)(=O)N[C@H]2CC[C@H](CC(=O)N3CCC(Cc4ccccc4)CC3)O[C@@H]2CO)cc1	2
C[C@@H]1CCCCO[C@H](CN(C)C(=O)Nc2ccc(F)cc2)[C@@H](C)CN([C@@H](C)CO)C(=O)c2cc(NC(=O)Nc3ccccc3)ccc2O1	-2
Cc1noc(C)c1NC(=O)N(C)C[C@H]1OCCCC[C@@H](C)Oc2ccc(NS(=O)(=O)c3cn(C)cn3)cc2C(=O)N([C@H](C)CO)C[C@H]1C	28
CC(C)[C@H](C)NC(=O)N(C)C[C@H]1OCc2ccccc2-c2ccccc2C(=O)N([C@H](C)CO)C[C@H]1C	0
CCC(=O)N(C)C[C@@H]1Oc2ncc(C#Cc3ccccc3)cc2C(=O)N([C@H](C)CO)C[C@@H]1C	-1
C[C@H]1CN([C@@H](C)CO)S(=O)(=O)c2ccc(C#CC3CC3)cc2O[C@@H]1CN(C)CC1CCOCC1	-5
Cc1ccc(S(=O)(=O)Nc2ccc3c(c2)C(=O)N([C@@H](C)CO)C[C@H](C)[C@H](CN(C)Cc2ccc(-c4ccccc4)cc2)O3)cc1	-1
COc1ccc(CN(C)C[C@@H]2Oc3ccc(NS(=O)(=O)c4ccc(F)cc4)cc3CC(=O)N([C@@H](C)CO)C[C@H]2C)cc1	5
CCO[C@H]1OC(C(=O)N2CCN(Cc3ccc4c(c3)OCO4)CC2)=C[C@@H](c2ccc3c(c2)OCO3)[C@@H]1CCCO	0
C[C@@H]1CN([C@@H](C)CO)C(=O)c2cc(NC(=O)C3CC3)ccc2O[C@@H]1CN(C)S(=O)(=O)c1ccccc1	3
CC(C)CC#Cc1cnc2c(c1)C(=O)N([C@@H](C)CO)C[C@@H](C)[C@H](CN(C)Cc1ccccc1)O2	10
C[C@H]1CN([C@@H](C)CO)C(=O)c2cc(Br)cnc2O[C@H]1CN(C)C(=O)C1CC1	-2
C[C@H](CO)N1C[C@H](C)[C@H](CN(C)Cc2ccc(-c3ccccc3)cc2)OCc2cn(nn2)CCCC1=O	-3
C[C@H](CO)N1C[C@H](C)[C@H](CN(C)C)Oc2ccc(NS(=O)(=O)c3ccc(Cl)cc3)cc2CC1=O	0
C[C@H](CO)N1C[C@H](C)[C@H](CN(C)S(=O)(=O)c2cccs2)Oc2ncc(-c3cccc(C(F)(F)F)c3)cc2C1=O	-4
C[C@@H]1CN([C@@H](C)CO)C(=O)Cc2cc(NC(=O)Cc3cn(C)c4ccccc34)ccc2O[C@H]1CN(C)CC1CCCCC1	1
C[C@@H]1CN([C@H](C)CO)S(=O)(=O)c2ccc(C#CC(C)(C)O)cc2O[C@H]1CN(C)C(=O)CN(C)C	1
C[C@H]1CN([C@@H](C)CO)C(=O)Cc2cc(NC(=O)Cn3cnnn3)ccc2O[C@@H]1CN(C)C	5
COc1cccc(S(=O)(=O)Nc2ccc3c(c2)[C@H]2C[C@H](CC(=O)NC4CCCCC4)O[C@H](CO)[C@H]2O3)c1	4
C[C@H]1CN([C@@H](C)CO)C(=O)c2cccc(NC(=O)Nc3ccccc3)c2O[C@H]1CN(C)S(=O)(=O)c1cn(C)cn1	3
C[C@H]1CN([C@@H](C)CO)S(=O)(=O)c2ccc(C3=CCCC3)cc2O[C@@H]1CN(C)Cc1cccnc1	-7
C[C@H](CO)N1C[C@H](C)[C@H](CN(C)Cc2ccccc2)OCCCC[C@H](C)Oc2ccc(NC(=O)c3ccncc3)cc2C1=O	6
O=c1c2ccccc2nc2n1CCC2O (stereo not given)	5
C/C=C/c1cnc2c(c1)C(=O)N([C@H](C)CO)C[C@H](C)[C@@H](CN(C)S(=O)(=O)c1ccccc1)O2	-4
C[C@@H]1CN([C@H](C)CO)C(=O)c2cc(C3=CCCCC3)cnc2O[C@H]1CN(C)C(=O)Nc1ccc(F)cc1	-2
C/C=C/c1ccc2c(c1)O[C@H](CN(C)C(=O)C1CCOCC1)[C@@H](C)CN([C@@H](C)CO)S2(=O)=O	4

A portion of the library; rates above refer to the full screens.
